Assay outcomes as filed in PubChem.
STAT1 inh: inhibitors of IFN-gamma induced STAT1 signaling; inhibition, % at 5.5 µM; 200,000 tested, 0.35% active; NIH 3T3 STAT1-luciferase reporter, luminescence;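 active means inhibition above a set limit, the mean inhibition across all tested compounds plus 3 SD, cut at about 34% in these data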;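 further: 0% = IFN-gamma with DMSO and 100% = IFN-gamma with 300 µM nifuroxazide; values of inactives mirror those of a sister screen read the other way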
PPARg SRC-3 ag: agonists of human PPARgamma SRC-3 coactivator recruitment. P37231. biochemical PPARgamma/SRC-3 coactivator recruitment assay. activation, % at 8 µM. 200,000 tested, 0.26% active. AID 731; in the data active means activation above about 23%;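 further: 0% = DMSO and 100% = reference agonist; some compounds past the cut are filed as inactive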
Target sequence (P37231 whole entry, looked up): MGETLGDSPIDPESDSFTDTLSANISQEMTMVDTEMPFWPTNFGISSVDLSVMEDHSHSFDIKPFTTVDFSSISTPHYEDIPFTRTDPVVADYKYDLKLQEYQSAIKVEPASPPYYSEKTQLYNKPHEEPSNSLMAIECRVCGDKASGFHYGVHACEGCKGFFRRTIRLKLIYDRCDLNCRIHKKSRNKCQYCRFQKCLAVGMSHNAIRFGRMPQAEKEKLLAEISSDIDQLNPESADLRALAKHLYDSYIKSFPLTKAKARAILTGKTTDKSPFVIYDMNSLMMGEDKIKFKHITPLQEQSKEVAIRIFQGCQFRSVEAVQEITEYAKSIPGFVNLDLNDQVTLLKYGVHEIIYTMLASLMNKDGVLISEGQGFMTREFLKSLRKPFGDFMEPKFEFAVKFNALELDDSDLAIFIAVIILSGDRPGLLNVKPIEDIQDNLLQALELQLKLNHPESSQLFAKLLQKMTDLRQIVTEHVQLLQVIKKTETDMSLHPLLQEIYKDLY
RAM inhibit: inhibitors of the yeast RAM network. S. cerevisiae dse1pr::URA3 reporter, 5-FOA growth OD615, 2 d; analog-sensitive cbk1-as2 kinase mutant strain. inhibition, % at 50 µM. 190,000 tested, 1.8% active. AID 868;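 active means inhibition above a set limit, 3 SD over mean compound inhibition, cut at about 8.4% in these data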;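 further: 0% = DMSO-only wells with no growth and 100% = 10 µM 1-NA-PP1 full growth; inhibition rescues growth on 5-FOA so higher OD means more RAM inhibition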
STAT3 inh: reduces IL-6 driven STAT3 reporter signal | U3A cells, IL-6 STAT3-luciferase reporter, luminescence; host cell line lacks STAT1 | inhibition, % at 5.5 µM | 190,000 tested, 0.89% active;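 active means inhibition above the mean inhibition across all screened compounds plus 3 SD, cut at about 44% in these data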;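 further: 0% = DMSO only wells and 100% = 100 µM nifuroxazide control wells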
STAT3 activator: STAT3 signaling activation | U3A cells, IL-6 STAT3-luciferase reporter, luminescence; 100% = signal with IL-6 EC80 alone | activation (% of control), % at 5.6 µM | 190,000 tested, 0.91% active | AID 871;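 active means activation above the screen-wide mean of compound activation plus 3 SD, cut at about 130% in these data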;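 further: 0% = background luminescence of wells with medium and substrate only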
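Test system: human U3A cells carrying STAT3-luciferase construct; control set: IL-6-only wells as 100% reference; timing: compound pre-incubation 1 h before IL-6, then 6 h stimulation at 37 °C; also added: IL-6 stimulus at 33 ng/mL final; evaluation: % activation versus median of IL-6-stimulated wells; detection: reporter luminescence signal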
PPARg SRC-2 ag: promotes SRC-2 coactivator recruitment by human PPARgamma | PPARgamma LBD-SRC-2 recruitment, biochemical | activation, % at 8 µM | 200,000 tested, 0.34% active; in the data active means activation above about 22%;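 further: 0% = vehicle and 100% = reference agonist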
S1P3 antag: blocks the human S1P3 receptor; inhibition, % at 4.98 µM; Q99500; 170,000 tested, 0.27% active; CHO S1P3 NFAT-BLA reporter, FRET fluorescence, antagonist mode;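 active means inhibition above the plate cutoff, the mean inhibition of test wells on that plate plus 3 SD, cut at about 28% in these data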;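 further: cells challenged with S1P at its EC80 of 0.8 µM; blue over green emission ratio from cleaved BLA substrate after 4 h stimulation; 0% = S1P-stimulated wells and 100% = unstimulated DMSO-only wells; some compounds past the cut are filed as inactive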
Target sequence (Q99500 whole entry, looked up): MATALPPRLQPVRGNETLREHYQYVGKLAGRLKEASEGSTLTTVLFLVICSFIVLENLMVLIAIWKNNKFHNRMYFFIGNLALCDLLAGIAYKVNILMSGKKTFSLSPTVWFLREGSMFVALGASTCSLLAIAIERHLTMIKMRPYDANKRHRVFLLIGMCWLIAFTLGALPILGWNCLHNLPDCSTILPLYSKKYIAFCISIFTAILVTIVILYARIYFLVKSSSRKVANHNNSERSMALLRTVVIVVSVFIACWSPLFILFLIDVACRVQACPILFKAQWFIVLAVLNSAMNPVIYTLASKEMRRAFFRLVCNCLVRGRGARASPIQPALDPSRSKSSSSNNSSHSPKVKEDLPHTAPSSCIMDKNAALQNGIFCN
TR-FRET SRC-2 ct: TR-FRET artefact, counter-screen to PPARgamma/SRC-2 agonist assay. 200,000 tested, 0.4% active. AID 1049. TR-FRET ratio at 8 µM. hits give high values; in the data active means TR-FRET ratio above about 2000; further: inactives centre near 1500
TLR4 MyD88 comp: inhibitors of human TLR4-MyD88 binding. 200,000 tested, 0.18% active. O00206+Q99836. HeLa CL3-4 TLR4/MyD88 BLA complementation, FRET ratio. AID 861. inhibition, % at 8.4 µM; in the data active means inhibition above about 25%;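 further: 0% = vehicle and 100% = reference inhibitor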
PPARg SRC-1 ag: agonists of human PPARgamma SRC-1 coactivator recruitment. PPARgamma-SRC-1 coactivator recruitment biochemical assay. activation, % at 8 µM. 200,000 tested, 0.41% active. AID 631; in the data active means activation above about 19%;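 further: 0% = DMSO and 100% = reference agonist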
ROMK primary: modulators of human ROMK potassium channel; B-score at 10 µM; P48048; Tet-inducible ROMK, thallium flux fluorescence; actives lie on both sides; AID 1918; 130,000 tested, 2% active;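 active means signal ratio slope over the read window, or its plate-corrected B-score, at least 3 SD from the plate mean, either direction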;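 further: B-score of the F/F0 ratio slope over 7 to 12 s after thallium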
Active calls of the source: *; x = not tested or not shown.

SMILES	STAT1 inh	PPARg SRC-3 ag	RAM inhibit	STAT3 inh	STAT3 activator	PPARg SRC-2 ag	S1P3 antag	TR-FRET SRC-2 ct	TLR4 MyD88 comp	PPARg SRC-1 ag	ROMK primary
COc1ccc(CNn2c(-c3cccs3)nc3ccccc3c2=O)cc1OC	-8.6	10.3	1.2	11.5	92.1	2.7	-7.3	1812	-1.0	11.7	-0.223
Cc1cccc(S(=O)(=O)Nc2cccc(-c3cn4ccsc4n3)c2)c1	2.7	-2.8	1.3	20.4	90.6	0.2	25.0	1495	-13.7	2.8	x
CC/C(=N\NC(=O)CNC(=O)/C=C/c1ccco1)c1ccccc1	0.7	-1.8	-0.1	13.0	93.3	7.0	x	1468	3.8	2.3	-0.397
CCOC(=O)C(CCc1nnc(N)s1)C(=O)OCC	3.1	2.4	-0.2	13.8	92.1	4.2	8.8	1686	2.4	2.8	0.00935
COc1ccc(-c2cc3ccccc3n2CC(O)Cn2nc(C)cc2C)cc1 (stereo not drawn)	4.2	8.1	4.1	-6.0	108.7	8.7	x	1679	0.3	6.5	x
O=C(/C=C\NCC(=O)c1ccccc1)c1ccc2ccccc2c1	-5.4	5.8	1.0	-5.1	100.0	15.5	-22.9	1802	-4.9	9.9	x
COc1cccc(C2C(C#N)=C(C)NC3=C2C(=O)CC(C)(C)C3)c1 (stereo not drawn)	-1.5	0.0	0.3	2.0	100.6	7.0	5.1	1448	-1.2	6.2	x
N#CCC(=O)Nc1ncn(Cc2ccccc2Cl)n1	7.9	-6.7	1.5	6.9	97.3	11.6	10.1	1507	18.6	2.3	-0.0328
O=c1c2ccccc2[nH]c(=S)n1CCCN1CCOCC1	-0.5	-7.3	3.2	6.3	94.8	-1.4	x	1551	1.4	1.5	-0.3
CCCC(=O)Nc1ccc(NC(=O)c2cccs2)cn1	-7.0	-5.1	-0.3	9.3	96.2	3.5	x	1476	-0.8	-5.9	x
COc1ccc(N(CC(=O)Nc2ccccc2C(=O)NCc2ccco2)S(C)(=O)=O)cc1	-0.5	5.1	-0.9	-10.0	108.6	6.2	x	1603	-1.8	-0.2	-0.233
COc1ccc(NC(=O)c2ccc(Oc3ncccn3)cc2)cc1	-6.8	-5.3	1.7	1.4	102.9	-1.8	-6.9	1243	6.4	-4.7	-0.128

Three compounds from above, arranged by heavy-atom count, largest number first.
SMILES	STAT1 inh	PPARg SRC-3 ag	RAM inhibit	STAT3 inh	STAT3 activator	PPARg SRC-2 ag	S1P3 antag	TR-FRET SRC-2 ct	TLR4 MyD88 comp	PPARg SRC-1 ag	ROMK primary
COc1ccc(CNn2c(-c3cccs3)nc3ccccc3c2=O)cc1OC	-8.6	10.3	1.2	11.5	92.1	2.7	-7.3	1812	-1.0	11.7	-0.223
COc1ccc(NC(=O)c2ccc(Oc3ncccn3)cc2)cc1	-6.8	-5.3	1.7	1.4	102.9	-1.8	-6.9	1243	6.4	-4.7	-0.128
CCOC(=O)C(CCc1nnc(N)s1)C(=O)OCC	3.1	2.4	-0.2	13.8	92.1	4.2	8.8	1686	2.4	2.8	0.00935

(continued)
SMILES	STAT1 inh	PPARg SRC-3 ag	RAM inhibit	STAT3 inh	STAT3 activator	PPARg SRC-2 ag	S1P3 antag	TR-FRET SRC-2 ct	TLR4 MyD88 comp	PPARg SRC-1 ag	ROMK primary
CCCCC(CC)C1OCC(C[N+]2(C)CCOCC2)O1 (stereo not drawn)	-4.5	-1.4	0.0	0.2	102.1	-1.5	0.1	1590	-25.8	0.0	x
CC(C)c1nc(SCC(=O)Nc2c[nH]c(=O)[nH]c2=O)c2cnn(-c3ccccc3)c2n1	2.7	-1.6	2.5	-5.1	107.6	0.4	-13.0	1526	0.2	-1.0	0.416*
COc1cccc(NC(=O)c2ccccc2SC)c1	-10.3	11.1	0.8	19.5	86.1	5.2	-14.1	1841	-16.6	4.8	x
CCS(=O)(=O)N1CCC(C(=O)NCC2CCCO2)CC1 (stereo not drawn)	-2.4	-14.3	-0.1	4.5	101.3	-11.1	10.2	1265	-3.8	-2.8	x
O=C(CSc1nnc(SCc2cccc3ccccc23)s1)N/N=C/C=C/c1ccccc1[N+](=O)[O-]	-3.8	3.8	5.7	-1.5	99.9	3.9	-7.5	1532	-2.1	3.8	0.0572
CC(C)C1CC(CCN2CCCCC2)(c2ccccc2)CCO1 (stereo not drawn)	6.9	4.8	2.4	11.8	99.8	-0.8	5.6	1788	3.7	3.9	-0.319
CCN(Cc1ccncc1)Cc1cn[nH]c1-c1cc(OC)c(OC)c(OC)c1	16.8	-0.8	4.4	7.8	97.0	6.8	-4.2	1494	-2.7	13.1	0.0201
Cc1cc(N(C)C)c(C#N)c(N2CCOCC2)n1	-1.4	10.1	1.6	8.9	95.5	4.8	-14.5	1715	-12.1	8.4	x
CCN1CCN(Cc2ccccc2NC(=O)Nc2ccc(C)cc2)CC1	-16.5	-6.1	0.9	-1.7	104.1	6.1	26.9	1508	1.6	-4.0	x
COCC(=O)Nc1ccccc1-c1ccccc1	-3.3	2.4	1.0	12.6	99.0	6.0	-0.7	1371	-2.5	-10.1	0.311
COc1ccc(CNC(=O)CCC(=O)N2CCN(S(=O)(=O)c3ccc(Cl)cc3)CC2)cc1	-1.9	1.9	2.6	8.1	99.8	4.0	-7.0	1280	5.6	0.8	-1.15
COc1ccc(OC)c(-c2cc(C(F)(F)F)c3c(n2)sc2c(O)cc(=O)[nH]c23)c1	7.3	-4.7	0.5	14.0	90.4	1.7	15.1	1510	-4.3	1.7	0.567
Nc1c(-c2ccccc2)n[nH]c1-c1ccccc1	-26.2	2.4	2.1	-20.1	119.7	1.9	-16.2	1652	-1.6	6.3	x
CN(Cc1ccccc1)S(=O)(=O)c1cccc2nsnc12	4.7	-0.5	1.3	11.3	99.1	-7.7	-1.6	1292	-2.7	-8.8	0.0529
O=C(NC1CCCCC1)NC1CC2CCC(C1)N2C(=O)NCc1ccccc1 (stereo not drawn)	-2.4	-1.5	-0.5	0.0	100.1	2.5	x	1417	4.2	-0.7	0.0398
COc1ccc(CCNS(=O)(=O)c2ccc3c(c2)CCN3C(=O)CCC(=O)O)cc1OC	3.5	13.7	1.5	5.0	98.2	10.0	-23.8	1635	-4.7	5.5	-0.0322
OC(COCc1ccccc1)CN1CCN(c2ccccc2F)CC1 (stereo not drawn)	0.4	7.0	0.7	12.2	94.2	14.3	-9.1	1817	-2.1	1.9	x
CC(=O)C(Cc1ccc(Cl)nc1)Cc1ccc(Cl)nc1	-8.9	-1.4	2.4	11.6	93.5	10.6	3.4	1467	5.1	14.6	-0.0144
COc1cccc(C(=O)NC(=S)Nc2ccccc2N2CCCC2)c1	-0.6	8.6	3.2	-46.8	147.2*	14.0	12.0	1643	2.1	2.1	-0.484
C=CCN(c1ccc(C(=O)OC)cc1)S(=O)(=O)c1ccccc1	12.7	-3.5	-0.5	15.0	88.8	6.0	2.0	1656	-1.4	8.9	x
COc1ccc(C(=O)NC(=S)Nc2ccccc2N2CCOCC2)cc1Br	2.2	2.8	2.8	5.5	98.6	-1.2	-4.3	1704	-3.4	8.6	0.42
COC(=O)C1C2C=CC3(CN(Cc4ccco4)C(=O)C13)O2 (stereo not drawn)	3.8	-3.5	1.7	-1.6	105.5	0.7	-9.7	1284	-4.5	-3.0	x
Cc1onc(-c2ccccc2)c1C(=O)NCc1ccc2c(c1)OCO2	5.3	1.6	2.6	8.0	99.4	-8.3	-23.9	1398	4.9	-0.5	0.385
O=S(=O)(c1cc(Cl)ccc1Cl)N1CC2CCCN2c2ccc(C(F)(F)F)cc21 (stereo not drawn)	15.5	1.4	5.7	14.3	90.6	9.9	x	1739	-12.4	2.5	x
COc1cccc(NC(=O)CSc2nc3c(sc4ccccc43)c(=O)n2CCN(C)C)c1	-5.9	0.2	0.4	12.2	96.5	5.1	-28.0	1618	-2.2	-0.4	1.02
CCN(Cc1ccccc1)C(=O)c1cc2c(=O)oc3ccc(C)cc3c2s1	3.1	-2.1	4.9	9.5	96.2	1.1	x	1547	6.3	4.5	x
Cn1c[n+](C)cc1-c1ccc(/C(N)=N/O)cc1	-0.9	-5.0	0.8	0.4	99.8	-5.4	-11.2	1477	-1.4	-3.0	0.423
COc1ccccc1NC(=O)NCC(c1ccco1)N1CCCCC1 (stereo not drawn)	1.3	2.8	1.1	7.5	100.8	1.3	2.5	1472	-12.3	-1.2	-0.389
Cc1ccc2cc(CN(c3ccc(C)c(C)c3)S(C)(=O)=O)c(=O)[nH]c2c1	6.2	1.5	1.4	-4.1	106.6	-6.9	-17.5	1526	5.0	-8.6	x
COc1ccc(/C=C/C(=O)NCc2cn(C)nc2C)cc1COc1ccc(Cl)cc1Br	-3.1	7.5	2.9	30.6	76.2	3.5	x	1580	-20.0	1.9	x
CCCS(=O)(=O)N1CCCC(C(=O)NCCCN(Cc2ccccc2)C(C)C)C1 (stereo not drawn)	3.3	-1.0	3.0	5.4	100.6	-3.4	3.8	1462	-0.9	-5.2	x
CC(C)(C)CC(C)(C)NC(=O)Nc1cccc([N+](=O)[O-])c1	9.1	3.2	2.2	7.8	99.3	10.2	9.2	1672	-9.4	5.0	x
COc1ccc(C(=O)NCCNC(C)=O)cc1S(=O)(=O)NCc1ccc(Cl)cc1	-1.2	0.9	1.7	6.6	100.6	-0.3	34.9	1427	9.0	-3.3	x
COc1ccccc1CNC(=O)CSc1ccsc1[N+](=O)[O-]	-40.9	2.6	5.4	-8.6	108.5	-4.5	-3.4	1589	15.7	-2.1	x
O=C(COC(=O)CSc1ccc2ccccc2c1)Nc1ccccc1OC(F)F	-0.7	2.3	3.3	-11.8	105.9	6.2	10.2	1540	1.1	6.8	x
CNC(=O)N(O)C1N(C)C(=O)N(CC(=O)OC)C1(C)C (stereo not drawn)	-4.1	11.8	3.0	13.8	93.6	7.6	-12.2	1854	6.5	5.5	0.627
CC(C)CC(=O)Nc1nnc(SCC(=O)NCc2ccc3c(c2)OCO3)s1	-3.4	3.7	5.2	3.8	106.4	1.6	-0.9	1542	-4.6	5.3	1.25
CCC(=O)Nc1ccc(NC(=O)c2cccc(OC)c2)nc1	-31.2	-14.1	-0.1	5.1	98.5	-5.3	-2.7	1452	-8.5	-1.7	0.181
CSCCC(NC(=O)c1cccc(S(=O)(=O)N2CCOCC2)c1)C(=O)Nc1ccc(F)cc1 (stereo not drawn)	6.0	2.3	2.0	1.0	97.1	5.2	-8.8	1819	-6.4	6.0	0.312
CCOC(=O)C1CCCN(Cc2nc3ccc([N+](=O)[O-])cc3c(=O)n2-c2ccc(OC)cc2OC)C1 (stereo not drawn)	0.0	-3.0	0.7	8.2	98.8	6.2	7.2	1631	-9.6	3.1	0.159

With a hit mark in ROMK primary, among the entries above:
| SMILES | STAT1 inh | PPARg SRC-3 ag | RAM inhibit | STAT3 activator | PPARg SRC-2 ag | S1P3 antag | TLR4 MyD88 comp | PPARg SRC-1 ag | ROMK primary |
| --- | --- | --- | --- | --- | --- | --- | --- | --- | --- |
| CC(C)c1nc(SCC(=O)Nc2c[nH]c(=O)[nH]c2=O)c2cnn(-c3ccccc3)c2n1 | 2.7 | -1.6 | 2.5 | 107.6 | 0.4 | -13.0 | 0.2 | -1.0 | 0.416* |
